# TNAP act hiacc – TNAP activators at high phosphate acceptor level, primary screen, biochemical, luminescence, uHTS; purified TNAP, CDP-star luminescence, 1 M DEA, 30 min; hits give high values; 0 = EDTA background, 1 = DMSO-only activity; Alkaline phosphatase, tissue-nonspecific isozyme (Homo sapiens), P05186; activation factor at 20 µM; 200,000 tested, under 10 active; AID 1136, 2008;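 active = activation factor at least 2 at 20 µM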
# Target sequence (P05186 whole entry, looked up): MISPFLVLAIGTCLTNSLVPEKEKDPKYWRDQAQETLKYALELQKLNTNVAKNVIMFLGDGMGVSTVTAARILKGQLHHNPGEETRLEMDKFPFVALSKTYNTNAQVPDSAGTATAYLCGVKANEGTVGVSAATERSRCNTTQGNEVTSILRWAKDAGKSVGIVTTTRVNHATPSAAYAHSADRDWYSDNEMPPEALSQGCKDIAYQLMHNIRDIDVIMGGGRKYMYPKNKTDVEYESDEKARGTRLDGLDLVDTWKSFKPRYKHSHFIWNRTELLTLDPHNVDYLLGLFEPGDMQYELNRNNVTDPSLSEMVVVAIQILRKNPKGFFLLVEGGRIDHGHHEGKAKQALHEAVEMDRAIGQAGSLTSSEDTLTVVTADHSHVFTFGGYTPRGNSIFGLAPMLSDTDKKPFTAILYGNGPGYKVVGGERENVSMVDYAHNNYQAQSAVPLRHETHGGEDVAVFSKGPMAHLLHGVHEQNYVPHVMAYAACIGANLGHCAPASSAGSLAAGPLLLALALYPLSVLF
#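 Control set: EDTA negative control, DMSO positive control / Assay system: human TNAP / Quantity: TNAP 1/800 final / Evaluation: TNAP activation factor scaled between EDTA and DMSO control wells / Measured by: luminescent substrate turnover signal / Compound dosing: one dose, 20 µM / Times: 30 min enzyme reaction at room temperature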
# TNAP inh noacc – human TNAP enzyme inhibitors, primary screen, biochemical, luminescent, no phosphate acceptor, uHTS. purified TNAP, CDP-star luminescence, 30 min. inhibition, % at 20 µM. actives 0.26% (n = 200,000). AID 1012, 2008;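 active = tissue-nonspecific alkaline phosphatase inhibition above about 50% at 20 µM in the single-dose screen, limit read from the data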;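 also: 0% = DMSO negative control and 100% = EDTA positive control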
# RAM inhibit – inhibitors of the yeast RAM network, primary screen, dse1pr::URA3 reporter, 5-FOA selection | S. cerevisiae dse1pr::URA3 reporter, 5-FOA growth OD615, 2 d; analog-sensitive cbk1-as2 kinase mutant strain | inhibition, % at 50 µM | actives 1.8% (n = 190,000) | AID 868, 2007;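 active = inhibition above a set limit, 3 SD over mean compound inhibition, cut at about 8.4% in these data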;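 also: 0% = DMSO-only wells with no growth and 100% = 10 µM 1-NA-PP1 full growth; inhibition rescues growth on 5-FOA so higher OD means more RAM inhibition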
# FLuc stim CS – FLuc activators, initial screening, artefact control for FLuc-dependent activation tests, biochemical, ATPlite luminescence. Luciferin 4-monooxygenase (Photinus pyralis), P08659. ATPlite luciferase biochemical, 10 min; 0 = ATP-free wells, 1 = DMSO control. activation factor at 10 µM. 200,000 tested, under 10 active. AID 1027, 2008;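 active = luciferase activation factor, scaled between plate controls, of at least 2 with compound at 10 µM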
# Target sequence (P08659 whole entry, looked up): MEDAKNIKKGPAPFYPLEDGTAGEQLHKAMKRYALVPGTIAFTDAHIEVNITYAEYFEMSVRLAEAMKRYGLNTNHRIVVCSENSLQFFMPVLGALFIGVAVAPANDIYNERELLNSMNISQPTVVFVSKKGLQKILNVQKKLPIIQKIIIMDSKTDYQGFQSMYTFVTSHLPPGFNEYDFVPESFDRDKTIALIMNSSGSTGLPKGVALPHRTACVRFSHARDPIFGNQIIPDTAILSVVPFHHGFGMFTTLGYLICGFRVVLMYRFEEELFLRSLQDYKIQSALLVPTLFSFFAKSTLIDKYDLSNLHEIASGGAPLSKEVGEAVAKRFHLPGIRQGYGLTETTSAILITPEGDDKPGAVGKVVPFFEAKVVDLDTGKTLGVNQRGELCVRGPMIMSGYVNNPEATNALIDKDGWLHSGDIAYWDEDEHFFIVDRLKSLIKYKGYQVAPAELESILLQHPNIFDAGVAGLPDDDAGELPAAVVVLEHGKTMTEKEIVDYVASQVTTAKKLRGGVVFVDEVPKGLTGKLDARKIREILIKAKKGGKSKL
#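 Assay system: Luciferase/luciferin detection reagent, cell-free biochemical luciferase assay / Read-out: luciferase activation / Benchmarks: No-ATP low control, compound-free enzyme-plus-ATP high control / Medium: PBS buffer for ATP / Detection: luminescence measurement of luciferase light output / Schedule: 10 min at ambient temperature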
# bIAP inh – bovine intestinal alkaline phosphatase inhibitors, primary screen, selectivity assay for TNAP inhibitor project, biochemical, bovine IAP, CDP-star luminescence | alkaline phosphatase, intestinal [Bos taurus] | purified bovine IAP, 30 min | inhibition, % at 20 µM | 190,000 tested, under 10 active | AID 1019, 2008;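 active = over 50% inhibition of intestinal alkaline phosphatase at 20 µM in the single-dose screen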
#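 test system = bovine IAP enzyme | medium = DEA buffer 100 mM, pH 9.8, with MgCl2 1.0 mM, ZnCl2 0.02 mM | detection = luminescence | dosing = single compound dose of 20 µM, 2% DMSO final | incubation = 30 min reaction at room temperature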
# Lmaj promast – Leishmania major promastigote growth inhibition, primary screen; inhibition, % at 10 µM; actives 9% (n = 200,000); Leishmania major promastigotes, resazurin fluorescence viability; in the data active = inhibition above about 50%;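 also: promastigotes grown with compound for 44 hours at 28 °C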
# FLuc inh counter – firefly luciferase enzyme inhibitors, primary screen, artefact control for luciferase-based inhibitor screens, biochemical, luminescence, ATPLite; AID 1006, 2008; inhibition, % at 10 µM; Luciferin 4-monooxygenase (Photinus pyralis), P08659; actives 1.5% (n = 200,000); 10 min;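 active = inhibition above about 50% when tested at 10 µM, limit read from the data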
# bIAP activator – bovine intestinal alkaline phosphatase activators, primary screen, biochemical, bovine IAP, CDP-star luminescence; activation factor at 20 µM; actives 0.17% (n = 200,000); AID 1016, 2008; purified bovine IAP, 30 min; hits give high values; fold of DMSO-control signal, blank-subtracted;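 active = activation factor of 2 or more at 20 µM, a signal rise over negative controls twice the positive control's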
# TNAP inh hi DEA – human TNAP enzyme inhibitors, primary screen, biochemical, luminescent, high phosphate acceptor level, uHTS; Alkaline phosphatase, tissue-nonspecific isozyme (Homo sapiens), P05186; AID 1135, 2008; inhibition, % at 20 µM; actives 0.03% (n = 200,000); purified TNAP, CDP-star luminescence, 1 M DEA;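 active = over 50% inhibition of tissue-nonspecific alkaline phosphatase at 20 µM in the single-dose screen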;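 also: plate controls were DMSO wells for no effect and EDTA-quenched wells as full inhibition for full effect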
# APP 5UTR inh – inhibitors of APP translation via 5'UTR reporter, primary screen, APP 5'UTR luciferase, SH-SY5Y cells; SH-SY5Y APP 5'UTR-luciferase reporter, luminescence; inhibition, % at 2 µM; actives 0.82% (n = 190,000); AID 1285, 2008;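 active = inhibition above a set limit, derived from the sample mean plus 3 SD, cut at about 45% in these data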; also: values of inactives mirror those of a sister screen read the other way
# Starred values were filed as active, the others as inactive; . = no result given. Not a hit list. About 13% of those tested had a hit in this group.
# Start of the listing, in advance:
SMILES,TNAP act hiacc,TNAP inh noacc,RAM inhibit,FLuc stim CS,bIAP inh,Lmaj promast,FLuc inh counter,bIAP activator,TNAP inh hi DEA,APP 5UTR inh
Cc1cc(C)n(-c2nnc(NCc3ccc(Cl)cc3)nn2)n1,1,-5,3.6,1,12,91*,-2,0.9,3,2
COc1cccc(C(=O)Nc2cccc(-c3nc4ncccc4o3)c2C)c1,1,-11,4.6,1,10,-2,-3,0.9,-5,2
Cc1ccc(C)c(S(=O)(=O)N/N=C/c2cccnc2)c1,1.1,-7,1.7,1,-22,48,-1,1.2,-6,15
O=c1cc(O)n(-c2ccccc2)c(=S)[nH]1,1,-9,1.0,1.1,5,-8,-7,0.9,0,-18
O=C(N/N=C/C1CC=CCC1)c1ccc(Cl)cc1O (stereo not given),1,-11,0.2,0.4,-2,-4,55*,1,-3,-18

# The whole of this part (from the top)
SMILES,TNAP act hiacc,TNAP inh noacc,RAM inhibit,FLuc stim CS,bIAP inh,Lmaj promast,FLuc inh counter,bIAP activator,TNAP inh hi DEA,APP 5UTR inh
Cc1cc(C)n(-c2nnc(NCc3ccc(Cl)cc3)nn2)n1,1,-5,3.6,1,12,91*,-2,0.9,3,2
COc1cccc(C(=O)Nc2cccc(-c3nc4ncccc4o3)c2C)c1,1,-11,4.6,1,10,-2,-3,0.9,-5,2
Cc1ccc(C)c(S(=O)(=O)N/N=C/c2cccnc2)c1,1.1,-7,1.7,1,-22,48,-1,1.2,-6,15
O=c1cc(O)n(-c2ccccc2)c(=S)[nH]1,1,-9,1.0,1.1,5,-8,-7,0.9,0,-18
O=C(N/N=C/C1CC=CCC1)c1ccc(Cl)cc1O (stereo not given),1,-11,0.2,0.4,-2,-4,55*,1,-3,-18
O=C(OCCN1C(=O)c2cccc3c(N4CCOCC4)ccc(c23)C1=O)c1ccc(Cl)cc1,1,0,3.5,1,-2,2,-3,1,-2,50*
Cc1nn(CC(=O)NC(C)c2ccccc2)c(=O)c2ccccc12 (stereo not given),1,-6,4.5,1.1,5,10,-7,0.9,1,-10
COc1ccc(OCC(O)CNC(=O)c2ccc(OC)cc2)cc1 (stereo not given),1.1,-7,2.2,1.1,0,-6,-7,1,-5,-5
COc1ccc(C(=O)Cc2nnc(C)s2)cc1,1,-6,-0.1,0.9,-2,3,8,1,-4,-50
COc1cc(C(=O)NCCC(=O)NCCc2ccc(Cl)cc2)cc(OC)c1OC,1,-1,0.0,1,18,-5,-5,0.8,1,15
O=C(COC(=O)C1CCC(=O)N1)Nc1ccc(Br)cc1 (stereo not given),1,-8,1.2,1,46,-2,-4,0.5,-1,-3
N#CCC(=O)N/N=C/c1ccc(OS(=O)(=O)c2ccccc2)cc1,1,-13,0.1,1,-2,-3,-3,1,2,6
COc1ccc(CNC(=O)c2cc(-c3ccc(OC)c(OC)c3)on2)cc1,1,-14,-0.2,1.1,10,11,-8,0.9,-5,-7
CC(C)c1ccc(C(=O)CSc2n[nH]c(-c3ccncc3)n2)cc1,1,3,0.3,0.6,-7,0,44,1.1,-5,-13
CC1(C)CC(=O)C=C(N2CCOCC2)C1,1,13,0.5,1,0,-1,-5,1,1,-7
CCN1C(=O)CC(Sc2ccccc2N)C1=O (stereo not given),1,-3,2.0,1,13,-5,-2,0.9,4,4
Cc1cccc(N2CN(Cc3cccnc3)CNC2=S)c1,0.9,1,1.1,1,0,-7,0,1,10,-3
C=CCOc1ccc(C=Nc2ccc(Cl)cc2)c(O)c1,1,-3,1.4,1,-7,-6,0,1.1,-4,9
CC(=O)Nc1ccc(N2CCCCC2)c(C(=O)Nc2cccc(C)c2)c1,1.1,-14,0.5,1,1,81*,-4,1,-6,20
O=C(CC1C(=O)NCCN1C/C=C/c1ccccc1)NCCCC1CCCC1 (stereo not given),1,-5,3.1,1,-19,-8,-3,1.2,1,-38
CCOC(=O)C(=CNc1cc(C)nn1-c1ccc(Cl)cc1)C(=O)OCC,1,-4,6.1,1,8,5,-2,0.9,-1,-1
Cc1ccc(NC(=O)COC(=O)C2CC3C=CC2C3)cc1S(=O)(=O)N1CCCCC1 (stereo not given),1.1,-14,7.1,1,47,-3,-4,0.5,-6,2
COc1ccc(NC(=S)NCCc2c[nH]c3ccccc23)c(OC)c1,1,-6,2.9,1,0,28,2,1,-4,-23
Cn1c(-c2ccc(Cl)cc2)cnc1N,1,-2,2.6,1,-5,2,-2,1.1,1,-12
COc1ccc2oc(=N)c(C(=O)Nc3ccccc3)cc2c1,1,-8,2.5,0.4,8,-1,64*,0.9,-5,-133
COC(=O)c1nnn(CC(=O)Nc2cc(Cl)ccc2C)c1C(=O)OC,1,-18,4.0,1.1,10,-7,-6,0.9,-4,-2
Nc1nc(C(=O)N2CCOCC2)nn1S(=O)(=O)c1ccccc1,1,-10,0.1,1.1,3,-6,-7,1,-5,9
Cc1nn(C)c(C(=O)N2CCOCC2)c1Cl,1,12,0.3,0.9,5,-4,5,0.9,1,28
CCOC(=O)c1cc(C(=O)Nc2cccc(C)c2)nn1C,1,-12,0.5,0.4,0,-3,60*,1,-4,-130
Cc1nn2c(Nc3ccccc3)c3c(nc2c1-c1ccccc1)CCC3,1,-23,6.3,1,9,8,-4,0.9,-4,-21
COc1ccc(C(=O)N(c2ccc(OC)cc2)S(=O)(=O)c2cccs2)cc1,1,-10,6.3,1.1,34,77*,-6,0.7,0,-11
CN(C)/C=C1\C(=O)ON=C1c1ccccc1,1,-9,2.1,1,-4,0,0,1,-3,0
O=C(COC(=O)c1ccco1)NCc1ccco1,1.1,-10,1.0,1,10,-7,-4,0.9,-5,-14
COC(=O)c1cc2n(n1)CCN(Cc1ccc(C)cc1)C2=O,1,-1,2.7,1.1,9,-6,-8,0.9,-2,-9
N/C(=N\OC(=O)CC(c1ccccc1)c1ccccc1)c1cccnc1,1.1,-2,-0.9,1.1,0,25,-9,1,-6,-4
CC(C)CN(CCCNC(=O)CC1Oc2ccccc2NC1=O)CC(C)C (stereo not given),1,-4,-0.3,1,-8,2,-3,1.1,3,1
CC(C)(C)NC(=O)CC(CC(=O)O)c1ccccc1 (stereo not given),1,-10,-0.8,1,2,-5,-1,1,-2,3
S=C(NCc1cccs1)Nc1ccccc1,1.1,-9,0.8,1,-74,29,-4,1.7,-6,13
O=C(CN1C(=O)NC2NC(=O)NC21)N/N=C/c1ccccc1O (stereo not given),1,-88,1.4,1.1,-33,0,-7,1.3,0,0
COCCn1c(Cc2ccccc2)nnc1SCc1nc2ccccc2c(=O)[nH]1,1,-2,-0.3,1.1,-1,-3,-6,1,-2,-2
CN(C)S(=O)(=O)c1ccc(N2CCOCC2)c(C(=O)O)c1,1,-8,0.6,1,6,-3,-4,0.9,-2,8
C=CCn1c(SCC(=O)OCC)nc(C(F)(F)F)cc1=O,1,-6,-2.1,1.1,2,-4,-10,1,-2,-2
O=C(NCc1ccc2c(c1)OCO2)c1n[nH]c(=O)c2ccccc12,1,-9,1.4,1.1,2,-3,-7,1,-3,-16
CCC(c1nnnn1CCOC)N(Cc1cc2cc(C)c(C)cc2[nH]c1=O)CC1CCCO1 (stereo not given),1,0,0.8,1.1,-3,19,-6,1,-4,-10
Cc1nn(-c2ccccc2)c(Cl)c1C(=O)N1CCN(c2ncnc3c2cnn3-c2ccccc2)CC1,1.1,-4,1.6,1.1,0,23,-8,1,-7,-13
CS(=O)(=O)c1ccc(S(=O)CC(=O)OCc2ccccc2)c([N+](=O)[O-])c1 (stereo not given),1,-10,5.2,1.1,7,57*,-5,0.9,-2,48*
COc1cccc(-n2nnnc2SCC(=O)c2cc(OC)ccc2OC)c1,1,-4,1.1,1,-2,18,0,1,-4,2
COc1cccc(C(=O)N2CCN(C(=O)c3cccc4ccccc34)CC2)c1OC,1.1,-19,0.0,1.1,1,-4,-5,1,-9,5
Cc1ccc(C(=O)Nc2nnn(C)n2)cc1,1,-10,1.4,0.6,12,-7,39,0.9,-4,-19
O=C(c1ccc(-c2ccccc2)cc1)c1ccccc1C(=O)N1CCOCC1,1.1,-6,1.8,1,-1,51*,2,1,-6,-3
COc1ccc(C(c2sc3nc(C)nn3c2O)N2CCC3(CC2)OCCO3)cc1 (stereo not given),1,-2,1.6,1,0,-7,-2,1,2,-3
CCc1nccn1S(=O)(=O)c1ccc(OC)c(OC)c1,1,-12,2.6,1,0,-4,-3,1,-2,11
CCOC(=O)CN1C(=O)C(O)=C(C(C)=O)C1c1ccccc1 (stereo not given),1,-6,1.1,1,2,6,-2,1,2,2
O=C(O)C1CCCCC1C(=O)Nc1ccc(F)c(F)c1 (stereo not given),1,-6,1.4,1,-2,-6,1,1,4,-1
COc1ccc(C(=O)NCC(=O)OCC(=O)c2cc(OC)c(OC)c(OC)c2)cc1OC,1,-4,0.4,1.1,0,-5,-7,1,-1,-7
CCN(CCCCCN(C)C)Cc1cc2ccccc2o1,1.1,0,0.4,1,-31,22,-2,1.3,-5,.
C/C(=N\NC(=O)c1ccc(CSc2nncn2C)cc1)c1ccc(C#N)cc1,1,-8,2.7,1,12,1,-3,0.9,-1,-24

# Quoted at random: three entries already listed.
SMILES,TNAP act hiacc,TNAP inh noacc,RAM inhibit,FLuc stim CS,bIAP inh,Lmaj promast,FLuc inh counter,bIAP activator,TNAP inh hi DEA,APP 5UTR inh
O=C(O)C1CCCCC1C(=O)Nc1ccc(F)c(F)c1 (stereo not given),1,-6,1.4,1,-2,-6,1,1,4,-1
CCOC(=O)CN1C(=O)C(O)=C(C(C)=O)C1c1ccccc1 (stereo not given),1,-6,1.1,1,2,6,-2,1,2,2
COc1ccc(C(=O)NCC(=O)OCC(=O)c2cc(OC)c(OC)c(OC)c2)cc1OC,1,-4,0.4,1.1,0,-5,-7,1,-1,-7

# Screens deposited in PubChem by several laboratories.
